# Source: PubChem
# NadD inh: NadD (S. aureus) enzyme inhibition | purified NadD enzyme, colorimetric absorbance read-out | 0.78% of 360,000 active | AID 602399 | inhibition, % at 20 µM; in the data active = inhibition above about 26%; note: some compounds past the cut are filed as inactive
# Rin1 Abl inh: inhibitors of human Rin1-Abl protein interaction; P00519+Q13671; TR-FRET Rin1/Abl binding, biochemical; inhibition, % at 7.35 µM; 0.4% of 360,000 active; in the data active = inhibition above about 5%, passing the limit was not always enough
# Rpn11 block: blocks the human proteasome subunit Rpn11; human 26S proteasome, Ub4-pepOG fluorescence polarization; 20S core pre-blocked with epoxomicin; 0.59% of 360,000 active; calls only at 20 µM; O00487;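 active = inhibition at 20 µM, scaled to each plate's controls, above about 33%, limit read from the data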
# Neddylation inh: blocks human cullin neddylation; TR-FRET cullin neddylation, biochemical; P61081+Q13564; 0.58% of 360,000 active; calls only at 25 µM; in the data active = inhibition above about 36%
# Target sequence (P61081 whole entry, looked up): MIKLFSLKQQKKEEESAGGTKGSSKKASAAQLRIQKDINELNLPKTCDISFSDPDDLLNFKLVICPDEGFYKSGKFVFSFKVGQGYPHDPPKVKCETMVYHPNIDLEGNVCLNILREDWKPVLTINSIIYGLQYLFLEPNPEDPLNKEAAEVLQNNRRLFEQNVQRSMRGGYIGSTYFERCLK
# Target sequence (Q13564 whole entry, looked up): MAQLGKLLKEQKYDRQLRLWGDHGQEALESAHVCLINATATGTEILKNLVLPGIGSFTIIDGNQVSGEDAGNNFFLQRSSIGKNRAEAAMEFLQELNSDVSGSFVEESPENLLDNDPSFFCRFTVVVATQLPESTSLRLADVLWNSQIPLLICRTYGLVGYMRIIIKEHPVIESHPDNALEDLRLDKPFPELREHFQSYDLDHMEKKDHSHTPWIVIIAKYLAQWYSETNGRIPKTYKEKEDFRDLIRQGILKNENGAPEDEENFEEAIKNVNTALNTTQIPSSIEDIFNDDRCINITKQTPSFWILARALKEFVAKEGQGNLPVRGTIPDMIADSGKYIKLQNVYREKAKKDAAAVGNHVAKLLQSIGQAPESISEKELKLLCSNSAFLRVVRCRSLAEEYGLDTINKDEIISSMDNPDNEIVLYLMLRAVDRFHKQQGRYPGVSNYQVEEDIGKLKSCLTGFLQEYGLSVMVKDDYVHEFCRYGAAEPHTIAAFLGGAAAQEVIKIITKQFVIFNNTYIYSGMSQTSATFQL
# CSN inh: CSN deneddylation inhibition | Purified CSN, SCF-Nedd8-OG deneddylation, fluorescence polarization | Q92905 | inhibition, % at 12.5 µM | AID 651999 | 0.38% of 360,000 active;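 active = pattern-corrected inhibition above about 35%, with an unprinted fluorescence ratio check between 0.5 and 1.5, limit read from the data, passing the limit was not always enough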;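 note: 0% = enzyme with substrate and 100% = substrate without enzyme; some results filed as inactive read as strong as hits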
# Target sequence (Q92905 whole entry, looked up, one chain of several): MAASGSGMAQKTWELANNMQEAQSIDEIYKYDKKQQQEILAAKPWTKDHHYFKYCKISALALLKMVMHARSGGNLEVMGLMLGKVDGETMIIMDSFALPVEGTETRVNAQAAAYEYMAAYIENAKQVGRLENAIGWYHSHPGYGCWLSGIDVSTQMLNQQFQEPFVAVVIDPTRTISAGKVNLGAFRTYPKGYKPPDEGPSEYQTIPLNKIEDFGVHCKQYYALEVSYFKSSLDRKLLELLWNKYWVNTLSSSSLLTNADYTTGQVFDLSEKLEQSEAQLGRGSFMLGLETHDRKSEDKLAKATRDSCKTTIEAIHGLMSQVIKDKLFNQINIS
#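 Material: purified human Csn5 enzyme expressed in HEK293T cells / Medium: Tris buffer pH 7.5, NaCl, DTT, Tween-20, trehalose, ovalbumin / Compound dosing: 12.5 µM single point / Schedule: 90 min incubation of compound, enzyme and substrate at room temperature / Signal: fluorescence polarization of the substrate / Control set: no-enzyme wells high, enzyme-with-substrate wells low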
# STEP block: STEP (human) phosphatase inhibition; AID 588621; recombinant STEP, OMFP fluorogenic substrate, fluorescence; P54829; inhibition, % at 20 µM; 0.25% of 360,000 active;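 active = inhibition at 20 µM, scaled per plate between control wells, above about 37%, limit read from the data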;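 note: 0% = DMSO with enzyme and substrate and 100% = substrate only without enzyme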
#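 medium = Bis-Tris buffer pH 6.0, 2.5 mM DTT, 0.005% Tween 20 | test system = STEP (striatal-enriched tyrosine phosphatase) enzyme, cell-free | measure = normalized % inhibition | compound dosing = 20 µM, 1% DMSO | also added = 25 µM OMFP | schedule = reaction 20 min, ambient temperature | measured by = fluorescence read at 480 nm ex / 540 nm em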
# LMPTP block: LMPTP (human) inhibition; 0.22% of 360,000 active; P24666; inhibition, % at 20 µM; AID 651560; recombinant LMPTP-A, OMFP fluorogenic substrate, fluorescence intensity;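 active = compounds that cut the enzyme signal by at least half of the control window in the single-dose screen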;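 note: plate controls were DMSO wells with enzyme plus substrate for no effect and substrate without enzyme for full effect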
#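 Assay system: LMPTP-A, protein tyrosine phosphatase of low molecular weight / Medium: pH 6.0 Bis-Tris buffer with DTT and Triton X-100 / Schedule: 50 min enzyme reaction at room temperature, protected from light / Measured by: endpoint fluorescence intensity from OMFP dephosphorylation / Read-out basis: % inhibition relative to no-enzyme and uninhibited control wells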
# SUMO1-SIM PPI: modulators of human SUMO1-mediated protein-protein interactions. inhibition, % at 20 µM. SUMO1 binding to a labelled peptide, TR-FRET, 1 h. P63165. 0.33% of 360,000 active. AID 602429; in the data active = inhibition above about 37%
# Scp-1 inhibitor: inhibitors of human Scp-1 phosphatase; Q9GZU7; Recombinant Scp1, phosphopeptide, malachite green phosphate absorbance; inhibition, % at 20 µM; 0.88% of 340,000 active; AID 493091;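 active = inhibition above about 50% at 20 µM, limit read from the data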;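 note: plate controls were DMSO wells with enzyme for no effect and wells lacking enzyme for full effect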
#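 Assay system: SCP-1 catalytic fragment, aa 76-261 | Buffer or medium: Tris acetate buffer pH 5.5 with MgCl2 and Tween-20 | Compound: One concentration, 20 µM, with 1.0% DMSO | Also added: Phospho 17-mer peptide substrate | Signal: Absorbance at 630 nm | Incubation: 45 min enzyme reaction at room temperature | Measure: % inhibition of SCP-1 phosphate liberation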
# DNMT1 block: DNMT1 (human) enzyme inhibition | AID 588458 | P26358 | DNMT1 molecular beacon, Hinp1I cleavage, fluorescence | 0.83% of 360,000 active | inhibition (reported as % activation of signal), % at 10 µM; in the data active = inhibition above about 50%
# Numbers without * were called inactive; i = inactive; . = no result given.
SMILES,NadD inh,Rin1 Abl inh,Rpn11 block,Neddylation inh,CSN inh,STEP block,LMPTP block,SUMO1-SIM PPI,Scp-1 inhibitor,DNMT1 block
CC(C)Cc1nnc(NC(=O)CCC(=O)NCc2ccccc2Cl)s1,-5,0,i,i,-5,-4,-1.9,0,-6,6
CCSc1nc2nn(-c3ccccc3)c(=O)c-2c2n1CCCCC2,4,-7,i,i,-1,-6,-1.3,-13,0,0
CC(=O)Oc1ccc(N(C(C)=O)S(=O)(=O)c2ccc(C)cc2)c2ccccc12,-6,-2,i,i,0,10,-0.3,-4,-14,1
Cn1nc(C(=O)Nc2nnc(C3CC3)s2)c2ccccc2c1=O,-4,1,i,i,14,10,1.5,1,6,4
CCOC(=O)C1CCN(C(=O)c2cccc(S(=O)(=O)N(CC)c3ccccc3)c2)CC1,-3,1,i,i,0,-1,-5.7,-30,-1,1
CCc1ccccc1NC(=O)Cc1ccc(-n2cccc2)cc1,-5,3,i,i,-4,2,3.0,-1,-5,-6
COc1ccc(/C=C(\C#N)C(=O)NCCc2ccccc2)cc1OCc1ccccc1,-8,1,i,i,-14,1,5.0,0,-24,-10
Cc1cc(C)c(NS(=O)(=O)c2ccc(NC(=O)c3cccs3)cc2)c(C)c1,-2,-1,i,i,-1,-3,0.6,0,-10,-5
CCc1ccccc1NC(=O)CN(C)C(=O)COC(=O)c1ccccc1Cl,-3,3,i,i,3,0,-0.8,4,-3,1
OCC[C@@H]1C[C@H](O)[C@@H](O)[C@@]2(CCc3ccccc3O2)O1,-1,0,i,i,1,-3,-0.5,-2,-8,5
Cc1ccc(S(=O)(=O)NCC2CCC(C(=O)NC3CCCCC3)CC2)cc1 (centres undefined),-5,0,i,i,2,0,-0.1,0,-5,3
CCOc1ccc(N2CC(C(=O)NNC(=O)c3ccc(F)cc3)CC2=O)cc1 (centres undefined),-1,-1,i,i,3,7,-0.2,0,0,3
CN(Cc1ccccc1)C(=O)COC(=O)CCC(=O)c1ccc(F)cc1,-5,5,i,i,-2,0,1.6,0,-10,1
O=C1C(Cl)=C(NCC2CCCO2)C(=O)N1c1cccc(Cl)c1Cl (centres undefined),2,1,i,i,3,-3,-0.3,-9,-13,4
CC1(c2ccccc2)CC(c2ccccc2)=Nc2nonc2N1 (centres undefined),-1,0,i,i,2,-2,0.5,-4,-12,-3
C[N+](C)(CC#N)C/C=C\c1ccccc1,-2,0,i,i,-2,4,-1.8,0,-1,1
Cc1ccc(NC(=O)c2ccc(CSc3nccc(C)n3)cc2)cc1,-4,-1,i,i,-6,3,1.5,-1,-3,-6
O=C(NC(=S)N1CCN(c2ccccc2)CC1)c1ccccc1,-3,-2,i,i,4,4,-0.3,4,.,1
Cc1ccc(NC(=S)Nc2ccc(OC(F)F)c(Cl)c2)cc1Cl,-3,0,i,i,-4,-1,2.4,-1,-5,-6
C[C@H]1CN(c2ccc(Br)cc2)C(=O)[C@@H]1CC(=O)Nc1ccc(Br)cc1,3,0,i,i,-1,-1,0.9,17,.,-1
O=C(Nc1ccc(S(=O)(=O)Nc2ncccn2)cc1)c1ccco1,1,0,i,i,-1,0,-2.3,2,-6,-8
CCN(CC(=O)NCc1ccc(F)cc1)CC(=O)Nc1ccc(Br)cc1F,-2,1,i,i,1,0,1.6,-2,8,-1
CCOC(=O)Cn1c(=N)n(CCOc2ccc(OC)cc2)c2ccccc21,-10,0,i,i,4,4,-1.4,4,-5,2
NC(=O)[C@@H]1CCCN1C(=O)c1cc(COc2ccc(F)cc2F)on1,-3,2,i,i,-1,0,-0.5,-2,0,0
O=C(Nc1ccccc1)OCC1CCCO1 (centres undefined),-8,-1,i,i,-6,1,-0.9,3,1,1
CCNC(=O)CN(c1ccc(Oc2ccccc2)cc1)S(=O)(=O)c1ccccc1,-1,3,i,i,4,3,-0.2,6,-10,-3
CC(=O)Oc1ccc(C(=O)Nc2cccc(NC(=O)c3ccco3)c2)cc1,0,2,i,i,0,-1,0.4,2,-5,1
COc1ccc(-c2nnn(CC(=O)N(C3CCCCC3)C(C)C(=O)NC3CCCC3)n2)cc1OC (centres undefined),-2,0,i,i,4,-1,-2.0,6,-9,2
O=C1c2cccc(OCC(=O)N3N=C(c4cccs4)CC3c3ccc(F)cc3)c2CCN1Cc1ccccc1 (centres undefined),27,1,i,i,-8,5,9.4,11,-14,0
CCOC(=O)C(NC(=O)N1CCCCC1)(c1ccccc1)C(F)(F)F (centres undefined),-4,-1,i,i,2,-1,0.6,2,-6,-1
Cc1cc(C)nc(-n2nc(C)c3c(=O)[nH]c(C(F)(F)F)nc32)n1,-2,-1,i,i,2,-2,-0.2,1,-10,1
Cc1ccc(S(=O)(=O)Nc2nc3n(n2)C(c2ccc(Cl)cc2)CC(=O)N3)cc1 (centres undefined),-1,-1,i,i,2,-3,0.8,1,0,4
CCn1c(CSc2nc3ccccc3n2C)nc2ccccc21,-10,0,i,i,1,3,-0.1,-4,-2,1
COCc1cc(CNC(=O)C2CCC(=O)N(Cc3ccccc3OC)C2)[nH]n1 (centres undefined),1,2,i,i,4,0,-1.2,9,0,-1
O=C(COC(=O)c1ccc(OC(F)F)cc1)NCCNC(=O)COC(=O)c1ccc(OC(F)F)cc1,-6,-1,i,i,-2,-1,-1.7,8,20,0
CCc1cc(SC#N)cc(C)c1NC(=O)CCl,2,2,i,i,-11,4,0.8,2,4,2
CCOC(=O)C1=C(C)N(C)C(=S)NC1c1ccc(Cl)cc1Cl (centres undefined),-1,-4,i,i,-4,2,-0.6,0,-3,2
N#CCSc1nnc2c(Cl)cc(Cl)cn12,7,-3,i,i,-1,-3,-1.3,-14,-4,-1
CCOC(=O)c1cnc2c(Cl)cc(Cl)cc2c1NCCOCCO,1,-5,i,i,3,-2,0.7,-16,0,3
O=S1(=O)CC(O)C(N(CCO)C(=S)Nc2ccccc2)C1 (centres undefined),-1,2,i,i,-1,8,2.0,5,4,0
CCCCN(CC)CCNC(=O)c1cn(-c2ccc(Cl)cc2)c(=O)c2ccccc12,-7,5,i,i,1,2,0.3,4,17,-5
COc1ccc(-c2nc(C#N)c(N3CCC(C)CC3)o2)cc1,-3,1,i,.,-1,4,1.4,3,-12,3
COc1ccc(-c2nc(C#N)c(NCCCn3ccnc3)o2)cc1OC,1,1,i,.,4,-2,2.4,0,-5,-3
CCc1cccc(C)c1NC(=O)c1cccnc1,-4,0,i,i,5,0,-0.6,6,-5,1
CC1CCCCC1NC(=O)COc1ccccc1C#N (centres undefined),6,4,i,i,-2,-3,-1.5,-2,-2,-1
Fc1ccc(-n2nnnc2-c2ccccc2Cl)cc1,2,2,i,i,-2,4,-0.2,-1,-10,1
Clc1ccc(-c2noc(CSc3nnc(Cc4cccs4)n3-c3ccccc3)n2)cc1,-3,-1,i,i,3,0,4.7,1,-3,-2
O=C(Nc1cccc(S(=O)(=O)NC2=NCCC2)c1)C1CC(=O)N(c2ccc3c(c2)OCCO3)C1 (centres undefined),-1,3,i,i,-5,-2,-0.2,1,24,9

# Quoted from above for reference:
SMILES,NadD inh,Rin1 Abl inh,Rpn11 block,Neddylation inh,CSN inh,STEP block,LMPTP block,SUMO1-SIM PPI,Scp-1 inhibitor,DNMT1 block
Clc1ccc(-c2noc(CSc3nnc(Cc4cccs4)n3-c3ccccc3)n2)cc1,-3,-1,i,i,3,0,4.7,1,-3,-2
O=C(Nc1cccc(S(=O)(=O)NC2=NCCC2)c1)C1CC(=O)N(c2ccc3c(c2)OCCO3)C1 (centres undefined),-1,3,i,i,-5,-2,-0.2,1,24,9

# Additional structures follow.
SMILES,NadD inh,Rin1 Abl inh,Rpn11 block,Neddylation inh,CSN inh,STEP block,LMPTP block,SUMO1-SIM PPI,Scp-1 inhibitor,DNMT1 block
CN(C)S(=O)(=O)c1cccc(C(=O)OCC(=O)NCc2ccccc2)c1,-2,2,i,i,0,0,0.7,2,-8,0
CCCc1nc2ccc([N+](=O)[O-])cc2[nH]1,1,0,i,i,1,-2,-0.7,-12,-3,-1
Cc1c(N=Cc2ccc(Cl)o2)c(=O)n(-c2ccccc2)n1C,9,0,i,i,-4,3,1.8,-5,21,9
CSc1nc(N)nc(SCC(=O)C23CC4CC(CC(C4)C2)C3)c1C#N,-3,-1,i,i,5,6,2.1,2,-13,-10
CCCCn1c(N)c(N(CCOC)C(=O)c2oc3ccc(OCC)cc3c2C)c(=O)[nH]c1=O,-1,1,i,i,2,-3,-0.5,-6,1,-10
CCOc1ccccc1NC(=O)Cn1[nH]c(=O)c2ccccc2c1=O,0,-1,i,i,3,1,-0.6,7,.,5
Cc1nc(SCC(=O)NCc2ccco2)c2oc3ccccc3c2n1,4,-8,i,i,0,-2,-1.4,3,0,2
COc1cccc(C(O)c2nc(-c3cccc(C(C)C)c3)cs2)c1 (centres undefined),-11,-1,i,i,1,2,2.1,2,.,9
COc1ccccc1-n1nnnc1SCC(=O)NCC1(N2CCOCC2)CCCCC1,-3,4,i,i,1,0,-0.7,-4,1,-3
O=c1c2ccccc2oc2ccccc12,4,0,i,i,-1,0,0.2,-2,.,14
COC(=O)c1ccc(Cn2cnc3c(N)ncnc32)cc1,4,3,i,i,-3,2,-0.3,9,4,0
CCCNC(=O)c1cc(C2CCCCN2C(=O)CCc2ccccc2)on1 (centres undefined),2,3,i,i,0,-1,-0.6,-2,.,3

# Continued, starting with the last four of the part before.
SMILES,NadD inh,Rin1 Abl inh,Rpn11 block,Neddylation inh,CSN inh,STEP block,LMPTP block,SUMO1-SIM PPI,Scp-1 inhibitor,DNMT1 block
COc1ccccc1-n1nnnc1SCC(=O)NCC1(N2CCOCC2)CCCCC1,-3,4,i,i,1,0,-0.7,-4,1,-3
O=c1c2ccccc2oc2ccccc12,4,0,i,i,-1,0,0.2,-2,.,14
COC(=O)c1ccc(Cn2cnc3c(N)ncnc32)cc1,4,3,i,i,-3,2,-0.3,9,4,0
CCCNC(=O)c1cc(C2CCCCN2C(=O)CCc2ccccc2)on1 (centres undefined),2,3,i,i,0,-1,-0.6,-2,.,3
O=C(CN1C(=O)c2cccc3cccc1c23)NCc1ccccn1,0,-1,i,i,-1,0,-1.1,-19,-4,0
COc1cc(-c2csc(CCn3nc(C)cc3C)n2)cc(OC)c1OC,-2,-1,i,i,-4,-2,-0.9,0,-4,-2
CCCCn1c(SCc2cccc([N+](=O)[O-])c2)nc2ccsc2c1=O,4,-3,i,i,2,2,2.6,-7,-14,0
CCC(OC(C)=O)c1cc2c(cc1[N+](=O)[O-])OCCO2 (centres undefined),0,-4,i,i,-2,1,-0.7,-7,1,-1
COc1ccc(NC(=O)C2C3C=CC4(CN(Cc5cccnc5)C(=O)C24)O3)c(OC)c1 (centres undefined),0,-4,i,i,2,-2,0.5,-2,-1,-3

# Outcome played no part in choosing rows, and some 3.8% of all compounds hit somewhere here.
